Source: PubChem BioAssay (several laboratories)
Myeloid diff MLP: compounds promoting myeloid differentiation. ER-HoxA9 myeloid progenitors, lysozyme-GFP differentiation, flow cytometry. calls only at 10 µM. 1% of 360,000 active. AID 624256;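 active means normalized GFP-positive differentiation at or above the plate's own cutoff, the solvent-only control mean plus 3 SD; inconclusive means no clear call, values can overlap the other calls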;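 further: cells exposed to compound for four days before flow analysis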
b-catenin transl: alters nuclear translocation of beta-catenin in HeLa cells; immunofluorescence imaging; AID 1665; nuclear translocation activity, % at 5 µM; 0.3% of 190,000 active;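 active means nuclear translocation activity above 50% at 5 µM, with a well cell count of 50 or more; inconclusive means wells under 50 cells across six images, flagged as toxic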;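 further: per-cell ratio of nuclear to cytoplasmic median beta-catenin stain intensity; plate controls were DMSO negative control for no effect and GSK-3 inhibitor IX positive control for full effect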
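Test system: human HeLa cell line; Doses: 5 µM primary, 0.02–20 µM confirmation; Incubation: 24 h compound exposure, 37°C; Detection: beta-catenin immunofluorescence imaging with DAPI; Read-out: beta-catenin nuclear/cytoplasmic ratio, % activation.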
PMI inhibitors: MPI enzyme activity inhibition – biochemical, fluorescence intensity, coupled assay, primary screen (AID 1209); purified PMI enzyme, coupled fluorescence intensity; higher % means a stronger effect; inhibition, % at 20 µM, or IC50 in µM where a hit was titrated; 0.42% of 190,000 active; in the data active means inhibition above about 50%;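 further: plate controls were DMSO vehicle for no effect and wells lacking substrate for full effect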
TNAP activators: human TNAP enzyme activators, primary screen, biochemical, luminescent, no phosphate acceptor, uHTS (AID 1001); purified TNAP, luminescent activation assay, no phosphate acceptor; higher activation fold means a stronger effect; activation fold at 20 µM, or EC50 in µM where a hit was titrated; 0.03% of 200,000 active; in the data active means activation fold from about 3, or a potency from the dose series; inactive means the rest, 99 in 100 with activation fold below about 1.6; further: many of its hits are not listed in these tables
T cell modulator: T cell immune modulators affecting CD8 T cell-vesicle binding | 2C CD8+ T cell-vesicle binding, flow cytometry; hits give low values | calls only at 7 µM | 0.068% of 330,000 active | AID 2052;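 active means response, share of CD8 T cells binding vesicles, and their 90th percentile fluorescence all below set limits, cut at about 80% in these data, passing the limit was not always enough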
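Also added: QL9-peptide-loaded Drosophila micro-vesicles bearing Ld, ICAM-1 and B7-1; Test system: purified 2C TCR transgenic mouse naive CD8+ T cells; Measured by: cytometric PE anti-B7-1 and Alexa647 anti-CD8 signals after 1% paraformaldehyde fixation; Timing: binding step 1.5 h, 37 °C, antibody labelling 20 min, ice.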
Dynein cargo inh: blocks dynein driven cargo transport along microtubules | 3617.4 mouse cells, GR-EGFP nuclear translocation imaging; test concentration mostly 20 µM; stimulated with dexamethasone, 1 µM; hits give low values | AID 1381 | 0.47% of 220,000 active | z-score, hits read low;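 active means plate z-score of nuclear minus cytoplasmic receptor signal below a set negative limit, without overly bright fluorescence or cell loss, cut at about -3.5 in these data, passing the limit was not always enough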;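 further: z-score of nuclear minus cytoplasmic ring GR-EGFP intensity difference per well; some compounds called inactive have numbers as strong as hits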
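Buffer or medium – tet-free medium with charcoal-stripped serum · Signal – automated 10x imaging of fixed Hoechst-stained cells · Also added – dexamethasone agonist, 1.0 µM final, for 30 min · Incubation – induction 48 h, compound 1 h, agonist 30 min · Read-out – GR-EGFP nuclear translocation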
Ins promoter up: MIN6 insulin promoter up-regulation; 0.3% of 190,000 active; MIN6 insulin promoter-GFP reporter, high-content imaging; hits give high values; z-score at 5 µM;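 active means z-score above 3 at 5 µM with at least 500 cells counted in the well; inconclusive means wells under 500 cells, flagged as cytotoxic or low count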
Lipid droplet: hepatic lipid droplet formation modulation; AML12 mouse hepatocytes, oleate lipid droplets, BODIPY imaging; inhibition, % at 6.5 µM; 0.4% of 240,000 active;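 active means lipid droplet intensity inhibited by at least 50%, with more than 500 cells counted; inconclusive means wells with under 300 cells, treated as cytotoxic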
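Test system: AML12 hepatocytes (mouse); reagent: oleate loading, 100 µM; dosing: one dose, 6.5 µM compound; incubation: overnight exposure; signal: fluorescence imaging, 20x objective, two fields per well; read-out basis: % inhibition of corrected integrated BODIPY droplet signal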
MT stabilize HCS: stabilizes microtubules in HeLa cells | % tubulin-high responders, % at 10 µM | AID 2205 | 0.83% of 200,000 active | HeLa tubulin immunostaining HCS, 24 h; share of cells brighter than vehicle mean+2SD;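 active means plate Z-score above 3 for both tubulin-high and condensed-nucleus cell shares, with cell loss under 80%, at 10 µM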;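 further: anti alpha tubulin signal scored within the nucleus-defined area of each cell; some results filed as inactive read as strong as hits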
Dynein cargo inh cytoplasmic EGFP: recorded beside Dynein cargo inh, whose call it bears; z-score; measured here: cytoplasmic GR-EGFP intensity; hits give high values
Dynein cargo inh nuclear GR-EGFP: also measured in Dynein cargo inh; calls as there; z-score; measured here: nuclear GR-EGFP intensity;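 lower value marks the stronger effect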
Dynein cargo inh cell count: also measured in Dynein cargo inh; calls as there; z-score; measured here: cell count per field
Ins promoter up cell count: further read-out of Ins promoter up, marked with its call; cell count; measured here: cytotoxicity, nuclei count;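 total cells summed across four imaged fields per well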
Lipid droplet cells 6.5 µM: second read-out of Lipid droplet, no call of its own (marks repeat the call); cell count; measured here: cell count, cytotoxicity flag;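 cells counted across two imaged fields per well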
b-catenin transl cell count 5 µM: recorded beside b-catenin transl, whose call it bears; cell count; measured here: cell count, cytotoxicity flag
T cell modulator vesicle-bound %: second read-out of T cell modulator, no call of its own (marks repeat the call); double positive events, %; measured here: CD8+ vesicle-bound cell fraction;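 binding gate set so that unloaded-vesicle control wells show 10% double positive cells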
MT stabilize HCS Hoechst-high %: also measured in MT stabilize HCS; calls as there; % Hoechst-high responders; measured here: nuclear condensation Hoechst responders;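 share of cells brighter than vehicle mean plus two SD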
MT stabilize HCS cytotoxicity %: recorded beside MT stabilize HCS, whose call it bears; toxicity, %; measured here: cytotoxicity by cell density;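 0% = mean cell density of plate MIN control wells and 100% = no cells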
Myeloid diff MLP GFP+ MAC1+ %: recorded beside Myeloid diff MLP, whose call it bears; GFP+ MAC1+ double positive, %; measured here: differentiation confirmed by MAC1 staining
* marks the source's active call; other numbers are inactive results; i = inactive; ? = inconclusive; nt = no result given.

SMILES | Myeloid diff MLP | Myeloid diff MLP GFP+ MAC1+ % | b-catenin transl | b-catenin transl cell count 5 µM | PMI inhibitors | TNAP activators | T cell modulator | T cell modulator vesicle-bound % | Dynein cargo inh | Dynein cargo inh cytoplasmic EGFP | Dynein cargo inh nuclear GR-EGFP | Dynein cargo inh cell count | Ins promoter up | Ins promoter up cell count | Lipid droplet | Lipid droplet cells 6.5 µM | MT stabilize HCS | MT stabilize HCS Hoechst-high % | MT stabilize HCS cytotoxicity %
Cn1ccnc1C(O)c1ccc(OCc2ccccc2)cc1 (stereo not drawn) | i | 0.6 | -1.0 | 1172 | 4.9% | 1.1 | i | 28.8 | -0.724 | -0.144 | 0.0568 | 0.721 | -0.49 | 1239 | 18.7 | 786 | 4.5 | 3.2 | 9.0
O=C(O)CCS(=O)(=O)c1cc(Br)cc2c1N(C(=O)C1CC1)CC2 | i | 0.3 | -0.7 | 1062 | -16.6% | 1 | i | 43.6 | 2.03 | -0.209 | 1.17 | -2.1 | 0.59 | 977 | 5.0 | 682 | 3.7 | 3.1 | 4.7
CCCCn1nnnc1SCC(=O)Nc1cccc(C)n1 | i | 0.4 | 0.6 | 1090 | 14.9% | 1.1 | i | 37.9 | -0.407 | -0.0487 | 0.0738 | 0.161 | -4.7 | 572 | -2.0 | 724 | 1.9 | 2.4 | 8.4
CC(C)Cn1c(CN2C(=O)c3ccccc3C2=O)nc2ccccc2c1=O | i | 2.2 | -1.5 | 1147 | -3.2% | 1.1 | i | 42.4 | 0.291 | 0.442 | -0.000219 | 0.554 | 0.91 | 1152 | nt | nt | 1.6 | 1.5 | 5.2
NC(=O)SCC(=O)Nc1ccc(Cl)c(Cl)c1 | i | 0.9 | -8.9 | 1025 | -4.8% | 0.9 | i | 61.0 | -0.406 | -0.206 | -0.071 | 0.279 | -0.14 | 1257 | nt | nt | 2.4 | 1.0 | 6.3
O=C(CSc1ccc(-c2nc3ccccc3[nH]2)cn1)Nc1ccc2c(c1)OCCO2 | i | 1.9 | 2.7 | 1066 | 3.0% | 1.1 | i | 49.7 | -0.363 | -0.221 | -0.372 | -0.011 | -0.01 | 1745 | 15.8 | 708 | 3.2 | 1.4 | 4.4
CCn1cc(C(=O)O)c(=O)c2cnc(N3CCN(C(=S)NC(=O)c4ccc(Br)cc4)CC3)nc21 | nt | nt | -2.4 | 1181 | nt | nt | i | 40.8 | -0.163 | -0.191 | -0.0362 | 0.183 | -0.01 | 1409 | 0.6 | 711 | nt | nt | nt
O=[N+]([O-])c1cc(Br)c(O)c(/C=N/Nc2nc3ccccc3s2)c1 | i | 0.4 | 1.8 | 1052 | -42.7% | 1.9 | nt | nt | -0.906 | -0.208 | -0.438 | 0.64 | -1.21 | 1131 | nt | nt | 4.9 | 2.1 | 3.2
COc1ccc(C(=O)N/N=C/c2ccc(OC)c(OS(=O)(=O)c3ccccc3)c2)cc1 | i | 0.1 | -0.7 | 567 | -6.9% | 1 | i | 66.2 | -0.0545 | -0.217 | 0.0485 | -0.0461 | -0.19 | 1367 | -19.7 | 666 | 2.9 | 2.3 | 5.2
Cc1cc(C)cc(NC(=S)NCCCO)c1 | i | 0.9 | 1.5 | 516 | 3.2% | 1 | i | 43.7 | 0.367 | -0.279 | -0.0516 | 0.122 | 0.07 | 1219 | -2.0 | 581 | 4.5 | 2.4 | 7.0
O=c1[nH]c2ccccc2n2c(-c3ccccc3)nnc12 | i | 1.3 | 0.0 | 1056 | 84.7%* | 1.1 | i | 43.3 | -4.53* | 0.89* | -2.64* | 0.378* | -0.38 | 883 | 8.6 | 736 | 2.3 | 0.8 | 1.5
Cc1cc(CNC(=O)CC2C(=O)NCCN2Cc2ccccc2C(F)(F)F)on1 (stereo not drawn) | i | 0.1 | -1.7 | 957 | 0.7% | 1.2 | i | 8.1 | 0.289 | -0.238 | -0.0573 | 0.31 | -1.16 | 1445 | 7.0 | 722 | 2.7 | 1.4 | 2.9
Cc1c(NC(=O)C(C)N2CC(C)OC(C)C2)c(=O)n(-c2ccccc2)n1C (stereo not drawn) | i | 2.2 | -4.3 | 1205 | 5.7% | 1.1 | i | 39.1 | -0.432 | -0.455 | -0.335 | 0.793 | nt | nt | 1.8 | 760 | 2.5 | 2.8 | 8.1
CC1=CC(=NOC(=O)/C=C/c2ccccc2)C=C(C)C1=O | i | 0.4 | 0.7 | 1282 | 23.6% | 1.1 | i | 31.5 | -1.45 | 0.0312 | -0.833 | 0.437 | -0.82 | 1559 | nt | nt | 0.5 | 1.1 | 7.4
C=CCn1c(=NC(=O)c2ccc(S(=O)(=O)N3CCc4ccccc4C3)cc2)sc2cc(S(N)(=O)=O)ccc21 | ? | nt | 0.2 | 521 | 1.2% | 1 | i | 55.8 | 1.48 | 0.031 | 1.49 | -1.29 | -0.39 | 1010 | -5.9 | 634 | 2.8 | 3.1 | 5.3
O=C(NC(=S)N1CCN(Cc2ccccc2)CC1)c1ccccc1 | i | 0.4 | -1.4 | 486 | 13.1% | 1.1 | i | 28.0 | 0.0825 | -0.23 | 0.173 | 0.566 | 0.17 | 1039 | -20.2 | 667 | 1.8 | 2.2 | 7.5
C/[N+]([O-])=C1\Cc2ccccc2C1=O | i | 0.3 | 0.9 | 785 | -5.4% | 1.1 | i | 25.1 | 0.119 | -0.197 | -0.15 | -0.051 | nt | nt | nt | nt | 1.2 | 1.2 | 7.1
COc1ccc(Nc2nc3cc(C)ccc3cc2C#N)c(OC)c1 | ? | nt | 22.7 | 891 | nt | 1 | i | 56.7 | 0.398 | 1.22 | 0.615 | -1.01 | 0.09 | 985 | 12.6 | 673 | 21.2* | 43.3* | 36.8*
Cc1cccn2c(=O)c(C=O)c(N3CCSCC3)nc12 | i | 0.7 | -1.1 | 1297 | nt | nt | i | 40.2 | -0.0948 | -0.235 | 0.439 | -0.454 | 0.19 | 1040 | -5.5 | 711 | nt | nt | nt
Cc1ccc(N2CC(C(=O)Nc3ccccc3C(=O)NC3CCCCC3)CC2=O)cc1 (stereo not drawn) | i | 0.9 | 1.0 | 499 | 0.5% | 1.1 | i | 60.1 | -0.528 | -0.279 | -0.419 | -0.2 | nt | nt | -20.3 | 704 | 2.5 | 1.4 | 64.2
O=C(c1ccco1)N1CCN(C(c2ccc(Cl)cc2)c2nnnn2CC2CCCO2)CC1 (stereo not drawn) | i | 2.6 | -3.9 | 1177 | -17.2% | 1 | i | 7.8 | 2.44 | -0.279 | 1.35 | -1.09 | 0.86 | 1165 | -14.1 | 712 | 2.0 | 3.1 | 17.1
O=C1c2cccc3cccc(c23)C(=O)N1CC1CCN(S(=O)(=O)c2ccc(F)cc2)CC1 | i | 0.1 | 2.7 | 1074 | 9.1% | 0.8 | i | 31.1 | 0.773 | -0.187 | 0.748 | -0.928 | -0.43 | 1458 | -9.9 | 504 | 1.9 | 1.7 | 5.6
CN(C)S(=O)(=O)c1ccc(Cl)c(NC(=O)COC(=O)/C=C/c2ccc(S(=O)(=O)N3CCOCC3)cc2)c1 | i | 1.0 | -1.9 | 1030 | -2.8% | 1.1 | i | 3.5 | -0.362 | -0.238 | -0.595 | 0.777 | 0.13 | 1372 | -2.1 | 624 | 3.1 | 3.6 | 6.1
CCn1c(C)nc2cc(C(=O)NNS(=O)(=O)c3cc(Br)ccc3Br)ccc21 | i | 0.3 | 0.1 | 1295 | nt | nt | i | 20.2 | -0.831 | -0.165 | -0.476 | 0.201 | -1.28 | 1456 | -6.7 | 733 | nt | nt | nt
CCCCCn1c(SCC2CCCO2)nc2cc(C(=O)N3CCC(C(N)=O)CC3)ccc2c1=O (stereo not drawn) | ? | nt | 1.1 | 1351 | 10.6% | 1.1 | i | 13.9 | 0.15 | -0.343 | -0.16 | 1.62 | -0.57 | 1550 | nt | nt | 3.7 | 1.4 | 4.4
O=[N+]([O-])c1ccccc1/C=N/Nc1nccnc1Cl | i | 0.6 | nt | nt | 2.9% | 1.1 | i | 24.8 | 0.273 | -0.232 | -0.126 | -0.443 | nt | nt | nt | nt | 0.7 | 1.2 | 8.6
COc1cc(/C=C/C(=O)OCC(=O)Nc2cc(C)c(C)cc2[N+](=O)[O-])ccc1O | i | 0.3 | 0.5 | 1325 | nt | nt | i | 43.1 | 2.61 | -0.0899 | 2.45 | -2.85 | nt | nt | -2.4 | 556 | nt | nt | nt
CCc1ccc(Nc2nc(N)nc(CSc3nc4ccccc4s3)n2)cc1 | i | 0.2 | 1.4 | 1048 | 27.0% | 1.1 | i | 54.8 | -0.296 | -0.117 | -0.166 | 0.422 | -1.03 | 1221 | 26.6 | 687 | 2.2 | 1.4 | 5.0
CCOc1c(Cl)cc(CNCC(O)c2ccccc2)cc1OC (stereo not drawn) | i | 0.0 | 0.0 | 998 | 0.5% | 1 | i | 34.7 | 0.364 | -0.192 | 0.0518 | -0.00933 | 0.07 | 1641 | -7.2 | 678 | 1.4 | 3.1 | 8.6
Cc1ccc(C(=O)/C=C/N(C)C)cn1 | i | 1.2 | -0.7 | 1309 | nt | nt | i | 14.0 | -0.828 | -0.143 | -0.312 | 0.183 | 0.3 | 1051 | -6.5 | 775 | nt | nt | nt
